GLP1R inv ag: acts as inverse agonist at human GLP-1 receptor; P43220; AID 624417; hit rate 1.6% among 410,000; Potency, µM (doses to about 38.3 µM), for the others: at the top dose activity change, negative = inhibition, usual class: inhibitors; HEK293 GLP-1R CRE-luciferase, luminescence, 24 h; GLP-1R form is constitutively active; further: potency means the concentration at half of the fitted maximal effect; on the % scale 0 is the no-effect control and ±100 the full control effect; nearly all actives have a fitted effect of over 55% in size
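Luminescence readout: a drop in cAMP-driven luciferase signal flags inverse agonism at a constitutively active GLP-1R stably expressed in HEK293. Compound exposure lasted 24 hr at 37 deg C, 5% CO2.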
KB-V1 cytotox: KB-V1 MDR subline cytotoxicity. KB-V1 MDR cells viability, CellTiter-Glo, 72 h. hit rate 3.4% among 400,000. AID 1347076. Potency, µM (doses to about 46.1 µM), for the others: at the top dose activity change, negative = cytotoxicity, actives largely listed as cytotoxic; further: potency means the concentration at half of the fitted maximal effect; on the % scale 0 is the no-effect control and ±100 the full control effect; nearly all actives have a fitted effect of over 60% in size
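Compound-treated KB-V1 multidrug-resistant cells, 72 h, 37 degrees C; viability by CellTiter-Glo. Fitted qHTS curves give the values.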
PTHR1 ag: agonists of human PTHR1 parathyroid hormone receptor. Potency, µM (top dose mostly 115 µM), inactives show at the highest dose activation, actives largely listed as activators. HEK293 GP2 PTHR1 cells, GloSensor cAMP luminescence, 1 h. hit rate 0.075% among 410,000. Q03431. AID 743266; further: potency means the concentration at half of the fitted maximal effect; nearly all actives have a fitted effect of over 55% in size; some results filed as inactive show a strong effect at the top dose; inactives centre near -15; many of its hits are not listed in these tables
Target sequence (Q03431 whole entry, looked up): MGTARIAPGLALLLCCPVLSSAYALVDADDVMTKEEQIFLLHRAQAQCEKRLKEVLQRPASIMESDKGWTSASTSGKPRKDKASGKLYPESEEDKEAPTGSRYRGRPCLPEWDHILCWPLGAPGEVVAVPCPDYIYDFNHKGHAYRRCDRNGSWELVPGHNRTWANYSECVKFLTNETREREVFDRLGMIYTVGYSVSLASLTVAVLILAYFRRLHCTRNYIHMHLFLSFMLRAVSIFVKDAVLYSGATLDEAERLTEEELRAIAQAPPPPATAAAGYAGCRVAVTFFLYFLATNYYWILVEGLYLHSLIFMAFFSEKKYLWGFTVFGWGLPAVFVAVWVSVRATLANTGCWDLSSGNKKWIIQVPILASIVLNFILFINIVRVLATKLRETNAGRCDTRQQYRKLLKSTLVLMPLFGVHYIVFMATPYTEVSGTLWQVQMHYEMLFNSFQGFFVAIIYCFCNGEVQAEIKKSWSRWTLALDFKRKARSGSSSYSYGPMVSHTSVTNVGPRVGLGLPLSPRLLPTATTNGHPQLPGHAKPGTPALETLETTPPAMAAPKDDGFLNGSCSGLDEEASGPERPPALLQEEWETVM
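HEK-293-derived GP2 cells expressing PTHR1 and a GloSensor cAMP reporter, 3,000/well, plated overnight, given luciferin plus IBMX (each 0.5 mM as added) for 1 h at 37 °C, then compound for 1 h at 37 °C. Luminescence was read after 15 min at room temperature.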
D3 antag: blocks the human D3 dopamine receptor | max response, negative = inhibition, % | hit rate 2.5% among 360,000 | D3R cells, DiscoveRx beta-arrestin luminescence, antagonist mode; hits give low values | P35462; in the data active means max response below about -50%; inconclusive means no clear call, values can overlap the other calls; further: on the % scale 0 is the no-effect control and ±100 the full control effect; mostly tested at two doses, the higher about 12 µM
Target sequence (P35462 whole entry, looked up): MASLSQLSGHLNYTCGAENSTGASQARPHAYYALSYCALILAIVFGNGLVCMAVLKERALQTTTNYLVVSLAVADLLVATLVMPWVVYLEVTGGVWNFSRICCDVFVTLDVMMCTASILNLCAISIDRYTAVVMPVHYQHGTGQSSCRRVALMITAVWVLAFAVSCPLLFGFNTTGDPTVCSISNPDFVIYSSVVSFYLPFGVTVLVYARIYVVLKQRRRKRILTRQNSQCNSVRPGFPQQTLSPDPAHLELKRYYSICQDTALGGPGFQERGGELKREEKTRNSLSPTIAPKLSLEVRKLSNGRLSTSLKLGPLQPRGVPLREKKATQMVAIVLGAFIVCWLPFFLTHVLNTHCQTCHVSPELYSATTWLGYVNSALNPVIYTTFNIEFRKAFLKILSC
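Cells plated overnight at 1500 cells/well, then exposed to library compounds with dopamine controls for 90 minutes at 37 degrees C. DiscoveRx reagent added for 30–60 minutes at room temperature; luminescence read, quantitative HTS format.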
TDP43 rescue: TDP-43 toxicity inhibition in yeast. TDP-43 expressing yeast growth rescue, BacTiter-Glo, 24 h. Potency, µM (titrated, usually from 46.1 µM), inactives show at the top dose growth rescue (activation), actives largely listed as activators. hit rate 1.8% among 410,000. AID 652104; further: potency means the concentration at half of the fitted maximal effect; % of control where 0% means no effect; nearly all actives have a fitted effect of over 50% in size
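Growth rescue of TDP-43-toxic yeast measured as ATP luminescence (BacTiter-Glo). Cells grown to mid-log in raffinose, induced in galactose at OD600=0.02, exposed to compound 24 hr at 30 deg C.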
DRD3 agonist: activates the human D3 dopamine receptor; max activation, %; D3R DiscoveRx beta-arrestin cells, luminescence, 90 min; hit rate 0.58% among 410,000; P35462; in the data active means max activation above about 30%; further: 0% is about no effect; mostly tested at two doses, the higher about 12 µM
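Cells at 1500/well, incubated overnight, then treated with pinned compounds (dopamine as control) for 90 min at 37 degrees C. DiscoveRx reagent added for 30 - 60 minutes at room temperature; luminescence read.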
GLP1R ag: agonists of human GLP-1 receptor; P43220; AID 624172; HEK293 GLP-1R CRE-luciferase, luminescence, 4-6 h; cells express a hypersensitive GLP-1R form; hit rate 0.007% among 380,000; Potency, µM (top dose mostly 45.6 µM), for inactives: at the top dose activation, actives largely listed as activators; further: potency means the concentration at half of the fitted maximal effect; % of control where 0% means no effect
GLP1R cytotox: cytotoxicity counter-screen for GLP-1 receptor inverse agonists; hit rate 0.13% among 410,000; HEK293 cAMP-luciferase reporter cells, luminescence, 24 h; Potency, µM (highest dose often 38.3 µM), for inactives: at the top dose activity change, negative = inhibition, hits mostly inhibitors;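 further: loss of luciferase light is scored as toxicity; potency means the concentration at half of the fitted maximal effect; on the % scale 0 is the no-effect control and ±100 the full control effect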
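MLSMR compounds, 24 hr on cells at 37 deg C/5% CO2; luminescence after luciferase reagent (12 min RT). Inhibition counted as the undesired cytotoxic outcome.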
aSyn rescue: rescues yeast growth from alpha-synuclein toxicity | Yeast expressing alpha-synuclein, growth rescue, BacTiter-Glo, 24 h | Potency, µM (top dose mostly 46.1 µM), for the others: at the top dose growth rescue (activation), most hits filed as activators | hit rate 0.14% among 370,000 | AID 652106; further: potency means the concentration at half of the fitted maximal effect; % of control where 0% means no effect; nearly all actives have a fitted effect of over 65% in size
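Readout is rescue of growth in alpha-synuclein-expressing yeast, so inhibitors of toxicity appear as activators. Growth after 24 hr at 30 deg C in galactose medium is quantified by luminescence.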
The depositor's hits bear a star; i = inactive; ? = inconclusive; / = no result given; [ ] = dose if it differs, or a comment. Unless noted, the call rests on the fitted dose curve; in most records, active means well fitted curve in the direction sought with a large enough effect; inconclusive means small, poorly fitted or top-dose-only effect, or another doubt; inactive means no such curve, though single readings can be large; an effect the other way counts as inactive or inconclusive.

SMILES	GLP1R inv ag	KB-V1 cytotox	PTHR1 ag	D3 antag	TDP43 rescue	DRD3 agonist	GLP1R ag	GLP1R cytotox	aSyn rescue
Cc1cc(C)nc(NC(=NCCc2c[nH]c3ccccc23)NC(=O)Nc2ccc(Cl)cc2)n1	?	8.2µM*	i	3	22µM*	2	-32%[inhibitor]	6%	-34%[inhibitor]
COc1ccccc1NC(=O)CN1CCN(C(=O)C2CCCO2)CC1 (stereo unspecified)	-14%	27%	-4%	-2	7%	-1	-9%	-2%	-1%
O=C(/C=C/c1ccccc1Cl)Nc1ccc(-c2nnc3n2CCCCC3)cc1	13%	12%	i	7	6%	9	-1%	-4%	1%
CC(=O)c1ccc(OCCCC(=O)NCCc2ccccc2)cc1	-8%	9%	-8%	-4	15%	22	-6%	0%	6%
CC(=O)c1c(C)[nH]c(=S)c(C#N)c1-c1ccc(F)cc1	-3%	-1%	-11%	-23	0%	-9	-6%	-6%	-8%
CC(C)(C)NC(=O)C(c1ccccc1)N(C(=O)CNC(=O)c1cccs1)c1cccnc1 (stereo unspecified)	2%	10%	i	0	-6%	-4	12%	-8%	4%
COc1ccc(NS(=O)(=O)c2cc3c(cc2C)N(C)CCO3)cc1	?	-6%	-24%	23	0%	2	11%	-3%	-1%
COC(=O)c1cccc(OCC(O)Cn2ccnc2)c1 (stereo unspecified)	1%	5%	-25%[57.5 µM]	9	6%	-9	0%	-3%	0%
Cc1csc(/N=C/c2ccc([N+](=O)[O-])cc2)n1	-13%	0%	i	11	8%	3	3%	2%	2%
Cc1cccc(NC(=O)CCN2CC(C)OC(C)C2)c1 (stereo unspecified)	49%[activator]	0%	i	-29	-18%	-8	9%	-4%	-3%
CCCc1cc(C(=O)N2CCCC(CO)(CCCc3ccccc3)C2)n(C)n1 (stereo unspecified)	?	?	-16%	-4	?	1	0%	15%	10%
COc1cc(S(=O)(=O)N2CCCCC2)ccc1NC(=O)c1ccccc1Cl	-4%	?	-23%[57.5 µM]	-11	-7%	-3	7%	0%	-4%
Cc1ccc(-n2c(C)nn(-c3ncc(C(F)(F)F)cc3Cl)c2=O)cc1	4%	10%	i	-6	0%	4	15%	-9%	6%
Cc1nnc(SCc2nnc(-c3ccccc3)o2)n(N)c1=O	13%	18%	?	11	-11%	0	0%	2%	-7%
COc1ccc(N2CCN(CC(=O)Nc3ccc(SC(F)F)cc3)CC2)cc1	10µM*	-15%	-35%[inhibitor]	-29	-15%	5	-6%	-6%	3%
O=C(Nc1ccc(Cl)cc1Cl)c1cc(S(=O)(=O)N2CCCCCC2)ccc1F	0%	/	-1%	/	11%	-11	/	16%	/
Cc1ccc(/C=N/NC(=O)c2ccc(N(C)S(=O)(=O)c3ccccc3)cc2)cc1	10µM*	4%	-16%	-16	5%	-12	9%	-18%	1%
CCC(C(=O)NC(C)(C)C)N(Cc1ccco1)C(=O)CNS(=O)(=O)c1ccc(OC)cc1 (stereo unspecified)	11%	-2%	-11%	8	1%	8	13%	-6%	3%
COC(=O)c1ccccc1-c1ccc(/C=N/Nc2nc(N3CCCC3)nc(N3CCCC3)n2)o1	10µM*	?	-21%	23	?	26	8%	?	15%
CSc1nsc(SCC(=O)Nc2ccc3c(c2)OCCO3)n1	-5%	5%	-32%[inhibitor]	5	?	2	4%	6%	-7%
CC(C)(C)c1nc2ccccc2[nH]1	1%	2%	i	2	-1%	-1	-6%	-9%	-13%
Cc1cc(NC(=O)/C=C/c2ccccc2)no1	1%	6%	-11%	-25	-12%	1	-11%	-21%	-11%
CCCC(C)NC(=O)COC(=O)c1ccccc1SCC(=O)NC(C)CCC (stereo unspecified)	18%	-12%	i	19	0%	1	-1%	14%	4%
CCCNC(=O)c1ccc(N2CCC3(CC2)CC(c2cccc(Br)c2)=NO3)c(NC(=O)c2cccc(C)c2)c1	12%	22%	i	4	12%	6	-1%	-5%	1%
COc1ccc(CN(N=O)C2CC(=O)N(c3ccc(OC)cc3)C2=O)cc1 (stereo unspecified)	6%	10%	-1%	-2	18%	5	2%	-2%	7%

Next part; it opens with the 2 that closed the last part.
SMILES	GLP1R inv ag	KB-V1 cytotox	PTHR1 ag	D3 antag	TDP43 rescue	DRD3 agonist	GLP1R ag	GLP1R cytotox	aSyn rescue
CCCNC(=O)c1ccc(N2CCC3(CC2)CC(c2cccc(Br)c2)=NO3)c(NC(=O)c2cccc(C)c2)c1	12%	22%	i	4	12%	6	-1%	-5%	1%
COc1ccc(CN(N=O)C2CC(=O)N(c3ccc(OC)cc3)C2=O)cc1 (stereo unspecified)	6%	10%	-1%	-2	18%	5	2%	-2%	7%
CC(C)Oc1ccc(C2CC(=O)N(c3ccccc3)C2=O)cc1 (stereo unspecified)	3%	0%	-6%	0	?	1	-14%	0%	7%
N#Cc1c(SCC(=O)Nc2nncs2)sc2c(O)cc(=O)[nH]c12	2%	?	i	1	2%	-10	1%	0%	10%
CCOC(=O)C1CCN(C(=O)C(C)c2ccc([N+](=O)[O-])cc2)CC1 (stereo unspecified)	-17%	-22%	i	0	8%	1	7%	6%	0%
Nc1ccc(C2CCCc3nonc32)c2nonc12 (stereo unspecified)	9%	8%	i	-63*	22µM*	-8	10%	1%	1%
CS(=O)(=O)N(Cc1ccc(Cl)cc1)c1ccc(C(=O)NCCC2=CCCCC2)cc1	0%	-6%	-13%[57.5 µM]	?	0%	2	-14%	-16%	3%
Cc1ccc(-c2nn(-c3ccccc3)cc2CN(Cc2ccccc2)C(=O)c2ccco2)o1	?	?	-20%	?	11%	1	-13%	-12%	/
Cc1nn(-c2ccccc2)c(C)c1-c1ccccc1O	?	-4%	-25%	8	?	0	10%	-1%	4%
COC(=O)[C@@]12C[C@@H](CC(=O)N3CCN(C(=O)C4CC4)CC3)C(=O)N(Cc3cccc4ccccc34)C1=CCC(C)(C)C2	?	?	-21%	15	21%	0	/	-18%	0%
COc1ccc(OC)c(NC(=O)C(C)n2c(=O)c(-c3ccccc3NC(C)=O)nc3ccccc32)c1 (stereo unspecified)	14%	-11%	24%	/	6%	-12	/	-25%	/
COC(=O)CSc1nc(C)cc(Oc2ccccc2)n1	4%	?	i	?	25%	4	23%	3%	-24%
Cc1ccc(C(=O)Nc2sc3c(c2C(=O)NCc2ccco2)CCCC3)cc1	?	-7%	-15%	-3	1%	1	-3%	-22%	-3%
Cc1ccc(CNC(=O)/C(C#N)=C/c2ccc(C)s2)cc1	11%	9%	i	2	-8%	-1	-4%	-23%	-1%
Cc1c(C)n2c(SCC(=O)N3CC(C)OC(C)C3)nnc2[nH]c1=O (stereo unspecified)	32%[activator]	17%	i	-1	-9%	1	-1%	13%	1%
Cc1cccc(NC(=O)CC2SC(=NC3CCCCC3)NC2=O)c1 (stereo unspecified)	?	2%	?	0	1%	-10	11%	3%	4%
O=C(O)CC/C(=C\c1ccccc1[N+](=O)[O-])c1nc2ccccc2s1	3%	0%	i	?	?	-11	5%	-5%	-2%
OCCCCCCNc1ccc(CCO)cc1	27%	29%	-23%	16	11%	8	6%	-3%	0%
COc1ccc(C2Nc3ccccc3C(=O)N2NS(=O)(=O)c2ccccc2)cc1 (stereo unspecified)	-9%	-46%	-1%	-13	-8%	-2	7%	7%	-4%
Cc1[nH]n(-c2ccc([N+](=O)[O-])cc2)c(=O)c1C=NCCN1CCN(C(=O)c2ccccc2F)CC1	5%	?	-17%	-26	-50%[inhibitor]	-5	0%	-17%	-37%[inhibitor]
CC(C)N(CCCNC(=O)c1ccc(N2CCCC2=O)cc1)Cc1ccccc1	1%	12%	-10%	-7	-6%	-7	1%	6%	-4%
CCOCCCn1c(C)nc2c[n+](CC(=O)c3ccc4ccccc4c3)cc(Br)c21	-15%	-2%	-1%	-18	-7%	-35	-5%	-8%	-9%
C/C(Cc1ccccc1)=N\NC(=O)CCCCCC(=O)N/N=C(\C)Cc1ccccc1	-4%	17%	i	8	1%	1	-10%	5%	9%
COc1ccc(-c2ccc(NS(=O)(=O)c3cc([N+](=O)[O-])ccc3C)cc2)nn1	1%	4%	i	3	?	5	-2%	2%	26%
O=C(Cn1nc(-c2ccccc2)oc1=O)OCC(=O)c1ccc(F)c(F)c1	0%	-1%	i	-22	17%	-6	-12%	-10%	-3%
CCN(CC)S(=O)(=O)c1cc(Br)c(C)cc1OC	-2%	-28%	i	-4	24%	-2	17%	-1%	7%
CCN(CC(=O)Nc1c(F)cccc1F)C(=O)c1ccc2c(c1)OCCO2	2%	0%	-7%	6	-11%	3	-4%	-2%	-6%
SMILES	GLP1R inv ag	KB-V1 cytotox	PTHR1 ag	D3 antag	TDP43 rescue	DRD3 agonist	GLP1R ag	GLP1R cytotox	aSyn rescue
Cc1ccc(C)c(NS(=O)(=O)c2cc(C(=O)NCc3ccccn3)ccc2Cl)c1	-24%	6%	-32%	20	-8%	1	1%	-13%	0%
COc1ccc(N2Cc3ccccc3C2=NC(=O)c2ccc(C)cc2)cc1OC	32%	-4%	-8%	37	/	-8	-3%	-15%	-4%
O=C(C1CCCN(Cc2ccc(F)cc2)C1)N1CCCCC1 (stereo unspecified)	-2%	3%	i	-13	-4%	-8	-5%	-7%	0%
CC1CC(C)CN(C(=O)COC(=O)CNC(=O)C23CC4CC(CC(C4)C2)C3)C1 (stereo unspecified)	13%	6%	i	1	-17%	3	0%	-1%	2%
O=C(O)CSc1cc(C(F)(F)F)nc(-c2ccccn2)n1	-3%	0%	i	0	-3%	4	10%	5%	-9%
O=C(Cn1cncn1)c1ccc(Cl)cc1	1%	-2%	i	-80*	-11%	2	-1%	10%	29%
Cc1ccsc1/C=N/NC(=O)c1ccc2c(c1)OCCO2	?	-29%	-21%	7	-22%	-7	-3%	?	8%

Bioassay records: PubChem, National Center for Advancing Translational Sciences (NCATS)

Not all compounds are listed. The share of hits here may be higher or lower than overall.
